# All columns: NCI-60 one-dose screen, growth in % after 48 h at 10 µM unless noted; 100 = growth as untreated, 0 = no growth, -100 = all killed.
# LOX IMVI: LOX IMVI melanoma | AID 1794757 | 79,000 compounds, 7.4% hits
# HS 578T: HS 578T breast cancer. 78,000 compounds, 4.1% hits. AID 1794788
# SK-MEL-2: SK-MEL-2 melanoma. 77,000 compounds, 4.7% hits. AID 1794763
# T-47D: T-47D breast cancer; 79,000 compounds, 5% hits
# BT-549: BT-549 breast cancer. AID 1794793. 78,000 compounds, 4.4% hits
# MDA-MB-231: MDA-MB-231 breast cancer. 81,000 compounds, 5% hits
# MCF7: MCF7 breast cancer. 82,000 compounds, 6.3% hits
# MALME-3M: MALME-3M melanoma; 78,000 compounds, 5.8% hits; AID 1794766
# * = called active by the depositor; . = not tested or not shown; & = joins results of further samples; [ ] = another dose, or the depositor's remark. Rule for the calls: active = growth percent below 10; inactive = the rest.
# Labels used below: A = LOX IMVI; B = HS 578T; C = SK-MEL-2; D = T-47D; E = BT-549; F = MDA-MB-231; G = MCF7; H = MALME-3M
COc1cc(/C=N/NC(=O)c2cn(C3CC3)c3cc(N4CCNCC4)c(F)cc3c2=O)ccc1O
  A: 99; B: 97; C: .; D: 96; E: 126; F: 88; G: 96; H: 100

O=C(NCc1ccccc1)c1cc2cc(Nc3nc(-c4ccccc4)nc4ccccc34)ccc2oc1=O
  A: 35; B: 61; C: 92; D: 91; E: 98; F: 29; G: 81; H: 93

Cc1nc2ccc(Cl)cn2c1-c1nnc(SCc2ccc([N+](=O)[O-])cc2)o1
  A: 69; B: 46; C: 85; D: 80; E: 13; F: 41; G: 55; H: 32

COc1ccc(NC(=O)Nc2cnn(-c3ccc(S(N)(=O)=O)cc3)c2-c2ccccc2)cc1
  A: 101; B: 97; C: 100; D: 89; E: 105; F: 105; G: 96; H: 96

CN1CCN(CC(O)COc2ccc(C(C)(C)c3ccc(OCC(O)CN4CCN(C)CC4)cc3)cc2)CC1 (stereo unspecified)
  A: 94; B: 87; C: 98; D: 96; E: 89; F: 83; G: 97; H: 110

Cc1ccc(-c2nc3ccccc3c(=O)n2/N=C/c2cccc3ccccc23)cc1
  A: 63; B: 100; C: .; D: 43; E: 80; F: 67; G: 63; H: 69

CC(=O)Nc1cc(C)c(C)cc1[N+](=O)[O-]
  A: 101; B: 116; C: 111; D: 107; E: 96; F: 107; G: 98; H: 106

Nc1ccccc1-c1nc2ccccc2[nH]c1=O
  A: 94; B: 96; C: 108; D: 84; E: 98; F: 101; G: 83; H: 100

CCCCCNc1ccc(NCCCCC)c2c1C(=O)c1ccccc1C2=O
  A: 91; B: 99; C: .; D: 91; E: 95; F: 89; G: 82; H: 111

CCCCCCCCCCCCC/C=C/CC(CC(=O)O)C(=O)Nc1ccc(-n2c(=O)cc(C)n2C)cc1 (stereo unspecified)
  A: 52; B: 112; C: 113; D: .; E: 116; F: 113; G: 107; H: 101

CC1S/C(=N\NC(=O)Cc2csc3nc(-c4ccc(Br)cc4)cn23)N(C)C1=O (stereo unspecified)
  A: 88; B: 86; C: 112; D: 88; E: 83; F: 106; G: 93; H: 108

c1c[nH]c(CNC2CCCCC2)c1
  A: 90; B: 102; C: 115; D: 105; E: 105; F: 129; G: 103; H: 106

CCOc1ccc2nc(NC(=O)c3cccc(C(F)(F)F)c3)sc2c1
  A: 110; B: 121; C: 107; D: 93; E: 25; F: 111; G: 97; H: 104

CC(=O)Nc1cccc(-n2c(COc3ccc(Br)cc3)nc3ccccc32)c1
  A: 104&92; B: 106&78; C: 112&95; D: 109&89; E: 97&109; F: 102&80; G: 97&82; H: 99&96

CCOC(=O)[C@@H](C)C[C@H](Cc1ccccc1)NC(=O)c1csc([C@@H](C[C@H](C(C)C)N(C)C(=O)[C@@H](NC(=O)[C@H]2C[C@H](O[Si](C)(C)C(C)(C)C)CCN2C)C(C)C)OC(C)=O)n1
  A: 4.3*[9.25 µM]; B: -18*[9.25 µM]; C: -21*[9.25 µM]; D: 37[9.25 µM]; E: -30*[9.25 µM]; F: -35*[9.25 µM]; G: 13[9.25 µM]; H: 18[9.25 µM]

Cn1ncc2ncc(-c3ccc4ncnc(N5CCc6cc(F)c(Cl)cc65)c4c3)cc21
  A: 86; B: 84; C: 102; D: 63; E: 98; F: 87; G: 67; H: 94

CC12CCC3(CC1CCC1OC12)OCCO3 (stereo unspecified)
  A: 107; B: 94; C: 114; D: 106; E: 107; F: 96; G: 100; H: 94

COc1cc(NC(c2ccc(CN3CCNCC3)cc2)c2cccc(Cl)c2)n2nc(C)nc2n1 (stereo unspecified)
  A: 84; B: 73; C: 99; D: 77; E: 97; F: 63; G: 80; H: 98

Cc1ccc2c(-c3cc(-c4cc5ccccc5oc4=O)nc(N)c3C#N)cc(=O)oc2c1
  A: 91; B: 91; C: 87; D: 88; E: 84; F: 78; G: 88; H: 72

CCCCCCCCCCCCCCCCCCCCCCO
  A: 98; B: .; C: 108; D: 97; E: 84; F: 105; G: 105; H: 115

COc1ccc2nc3cc(Cl)ccc3c(Nc3ccc(S(=O)(=O)Nc4ccccn4)cc3)c2c1
  A: 93; B: 105; C: 115; D: 89; E: 106; F: 73; G: 81; H: 120

CN1CCN(c2ccc(C(=O)/C=C/c3cc(C(F)(F)F)cc(C(F)(F)F)c3)cc2)CC1
  A: -90*; B: 27; C: -86*; D: -69*; E: .; F: -90*; G: -82*; H: -87*

Nc1cc2c(cc1Cl)-c1ccc(Cl)cc1C2
  A: 77; B: 81; C: 80; D: 67; E: 91; F: 66; G: 20; H: .

COc1cc(Nc2ccnc(N3CCN(c4ccnc5cc(Cl)ccc45)CC3)n2)cc(OC)c1
  A: 3.2*; B: 25; C: -42*; D: -17*; E: -4.0*; F: 18; G: 0.6*; H: -4.2*

O=c1[nH]cc(Cc2ccccc2)c(=O)[nH]1
  A: 102; B: 111; C: 108; D: 101; E: 107; F: 117; G: 104; H: 104

COc1ccc(C2=CSc3ccccc3N2)cc1
  A: 96; B: 116; C: 101; D: 91; E: 109; F: 98; G: 84; H: 95

Cc1cccc(NC(=O)c2sc3nc4c(cc3c2N)CN(Cc2ccccc2)CC4)c1C
  A: 44; B: 31; C: 30; D: 53; E: 54; F: 45; G: 22; H: 54

Nc1nnc(Sc2nc3ccc(Cl)cc3c(=O)n2-c2ccc(Oc3ccccc3)cc2)s1
  A: 99; B: 120; C: 106; D: 95; E: 113; F: 110; G: 97; H: 103

CC(C)(C)CC(C)(C)c1ccc(O)c(Cl)c1
  A: 100; B: 106; C: 111; D: 96; E: 99; F: 116; G: 97; H: 108

O=C(O)c1cc(=O)[nH]c(=O)[nH]1
  A: 92&99; B: 95&107; C: 65&111; D: 105&101; E: 97; F: 96&97; G: 99; H: 116&89

CCN(CC)C(=O)c1ccc2c(c1)nc(-c1cc3ccccc3[nH]c1=O)n2-c1cc(C(C)(C)C)[nH]n1
  A: .; B: 93; C: 109; D: 102; E: 99; F: 110; G: 95; H: 105

NS(=O)(=O)c1ccc(CCNC(=O)CSc2nccc(=O)[nH]2)cc1
  A: 100; B: 107; C: 137; D: 101; E: 105; F: 101; G: 106; H: 98

COc1ccc(/C=C/C(=O)c2ccc(NC(=O)CSc3nnc(-c4ccc(OC)c(OC)c4)o3)cc2)cc1OC
  A: 100; B: 93; C: 97; D: 105; E: 101; F: 103; G: 90; H: 101

C=C(CC(=O)OC)C(=O)O
  A: 98; B: 107; C: 98; D: 99; E: 101; F: 118; G: 96; H: 105

O=C(Cn1ccc(=O)[nH]c1=O)Nc1nccs1
  A: 93; B: 97; C: 114; D: 99; E: 127; F: 120; G: 98; H: 106

CN1C(=O)N(C)C2C1NN=c1s/c(=C\c3ccc[nH]3)c(=O)n12 (stereo unspecified)
  A: 97; B: 101; C: 108; D: 100; E: 95; F: 103; G: 88; H: 95

CC(=O)OC1COC(OC(C)=O)CO1 (stereo unspecified)
  A: 106; B: 103; C: 112; D: 108; E: 111; F: 110; G: 99; H: 94

CCOC(=O)NC(=S)C1=C(N2CCOCC2)CCC1
  A: 95&103; B: 101&107; C: 101&106; D: 94; E: 96&98; F: 98&101; G: 92&102; H: 91&94

Cc1ccccc1S(N)(=O)=O
  A: 91; B: 98; C: 100; D: 114; E: 89; F: 99; G: 90; H: 95

N#CC(=C(c1ccccc1)c1ccccc1)c1ccccc1
  A: 83; B: 104; C: 92; D: 76; E: 104; F: 83; G: 113; H: 102

c1ccc(-n2cc(-c3nn[nH]n3)c(-c3cccs3)n2)cc1
  A: 104; B: 102; C: 104; D: 99; E: 100; F: 95; G: 97; H: 94

Cc1ccc(/C=N/Nc2nc(Nc3ccccc3)nc(Nc3ccc(S(N)(=O)=O)cc3)n2)cc1
  A: 55; B: 63; C: 78; D: 54; E: 77; F: 73; G: 27; H: 92

CCOC(=O)c1ccc(/C=C/c2ccc(S(=O)(=O)O)cc2)cc1
  A: 93; B: 85; C: .; D: 107; E: 111; F: 90; G: 88; H: 77

O=C(c1ccccc1)c1cccc2ccccc12
  A: 93; B: 102; C: 114; D: 97; E: 91; F: 94; G: 103; H: 107

CC(=O)c1ccc(NC(=O)C(C)N2CCN(c3cc4c(cc3F)c(=O)c(C(=O)O)cn4C3CC3)CC2)cc1 (stereo unspecified)
  A: 68; B: 91; C: 106; D: 96; E: 97; F: 78; G: 96; H: 100

COc1ccc2c(c1)C(Sc1ccc(Br)cc1)c1c(nc(N)c(C#N)c1N)O2 (stereo unspecified)
  A: 17; B: 89; C: 94; D: 80; E: 56; F: 79; G: 62; H: 85

O=C1N(CCO)C=C(S(=O)(=O)c2ccccc2)C2=NCCCN12
  A: 100; B: 93; C: 104; D: 105; E: 95; F: 103; G: 104; H: 89

CC(C)(CCCCC(C)(C)/C(=N/O)c1ccccc1)/C(=N/O)c1ccccc1
  A: 97; B: 113; C: 102; D: 76; E: 97; F: 104; G: 89; H: 98

O=C(c1ccc(Cl)cc1Cl)N1c2ccccc2Sc2ccccc21
  A: 24; B: 96; C: 89; D: 67; E: 55; F: 69; G: 52; H: 64

CCOC(=O)c1ccc(N2C(=O)/C(=C/N3N=C(c4ccccc4)CC3c3ccccc3O)SC2=S)cc1 (stereo unspecified)
  A: 77; B: 84; C: 99; D: 93; E: 69; F: 89; G: 50; H: 97

O=S(=O)(NCCCNc1cc(-c2c(-c3cccc(O)c3)nc3sccn23)ccn1)c1cccc2ccccc12
  A: 33; B: 23; C: 60; D: 8.6*; E: 25; F: 72; G: 35; H: 48

CCCCNc1nc(NN2C(=O)c3cccc4cccc(c34)C2=O)nc(N2CCOCC2)n1
  A: 93; B: 80; C: 95; D: 88; E: 101; F: 81; G: 87; H: 84

CCOC(=O)c1cn2ncnc(Oc3ccc(NC(=O)NCCN(CC)CC)c(Cl)c3)c2c1C
  A: -33*; B: 78; C: 112; D: 45; E: 82; F: 60; G: 58; H: 22

CC(=O)N(N=O)c1c(Br)cc(C)cc1Br
  A: 99; B: 108; C: 113; D: 103; E: 104; F: 97; G: 104; H: 108

CC(=O)Nc1ccc2c(c1)-c1ccc(F)cc1C2
  A: 90; B: 101; C: 101; D: 90; E: 97; F: 104; G: 37; H: 138

CCSC(=S)NC(=O)c1ccccc1
  A: 101; B: 112; C: 109; D: 107; E: .; F: 119; G: 97; H: 96

O=COC/C=C/c1ccccc1
  A: 117; B: 114; C: 109; D: 98; E: 101; F: 106; G: 98; H: 105

Cc1cc(CC(O)(C(F)(F)F)C(F)(F)F)cc(CC(O)(C(F)(F)F)C(F)(F)F)n1
  A: 102; B: 91; C: 81; D: 84; E: 100; F: 108; G: 86; H: 95

# Compound profiles, as listed above:
# O=COC/C=C/c1ccccc1 is listed with LOX IMVI = 117; HS 578T = 114; SK-MEL-2 = 109; T-47D = 98; BT-549 = 101; MDA-MB-231 = 106; MCF7 = 98; MALME-3M = 105
# CCCCNc1nc(NN2C(=O)c3cccc4cccc(c34)C2=O)nc(N2CCOCC2)n1 is listed with LOX IMVI = 93; HS 578T = 80; SK-MEL-2 = 95; T-47D = 88; BT-549 = 101; MDA-MB-231 = 81; MCF7 = 87; MALME-3M = 84
# CC(=O)Nc1ccc2c(c1)-c1ccc(F)cc1C2 is listed with LOX IMVI = 90; HS 578T = 101; SK-MEL-2 = 101; T-47D = 90; BT-549 = 97; MDA-MB-231 = 104; MCF7 = 37; MALME-3M = 138

# Part of the list above, limited to T-47D and HS 578T.
smiles | T-47D | HS 578T
CC(=O)N(N=O)c1c(Br)cc(C)cc1Br | 103 | 108
Cc1cc(CC(O)(C(F)(F)F)C(F)(F)F)cc(CC(O)(C(F)(F)F)C(F)(F)F)n1 | 84 | 91
CCSC(=S)NC(=O)c1ccccc1 | 107 | 112
O=COC/C=C/c1ccccc1 | 98 | 114

# Among those listed so far, 2 have a thiophene ring, fused or not:
# Labels used below: A = LOX IMVI; B = HS 578T; C = SK-MEL-2; D = T-47D; E = BT-549; F = MDA-MB-231; G = MCF7; H = MALME-3M
Cc1cccc(NC(=O)c2sc3nc4c(cc3c2N)CN(Cc2ccccc2)CC4)c1C
  A: 44; B: 31; C: 30; D: 53; E: 54; F: 45; G: 22; H: 54

c1ccc(-n2cc(-c3nn[nH]n3)c(-c3cccs3)n2)cc1
  A: 104; B: 102; C: 104; D: 99; E: 100; F: 95; G: 97; H: 94

# High-throughput results from PubChem.

# An unsorted share of the library; about 11% have a hit in one of these screens.
